NPC1 promoter act: NPC1 promoter activation; Huh7 NPC1 promoter luciferase reporter, 24 h; Potency, µM (top dose mostly 9.22 µM), for the others: at the highest dose activation, actives largely listed as activators; hit rate 2.4% among 320,000; AID 485313;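 further: potency means the concentration at half of the fitted maximal effect; % of control where 0% means no effect; nearly all actives have a fitted effect of over 60% in size; reporter is driven by a mutant NPC1 promoter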
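In 1536-well qHTS, Huh7 cells harboring an NPC1 promoter–luciferase construct received compound for 24 h; activation was quantified by luminescence following luciferase reagent addition.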
PKM2 act: increases activity of human pyruvate kinase M2; P14618; purified PKM2, Kinase-Glo ATP luminescence, activation; response scale: 0% is enzyme alone, no compound; hit rate 0.34% among 260,000; Potency, µM (top dose mostly 57.5 µM), for the others: at the top dose activation, usual class: activators; further: potency means the concentration at half of the fitted maximal effect; on the % scale 0 is the no-effect control and ±100 the full control effect; nearly all actives have a fitted effect of over 55% in size
Target sequence (P14618 whole entry, looked up): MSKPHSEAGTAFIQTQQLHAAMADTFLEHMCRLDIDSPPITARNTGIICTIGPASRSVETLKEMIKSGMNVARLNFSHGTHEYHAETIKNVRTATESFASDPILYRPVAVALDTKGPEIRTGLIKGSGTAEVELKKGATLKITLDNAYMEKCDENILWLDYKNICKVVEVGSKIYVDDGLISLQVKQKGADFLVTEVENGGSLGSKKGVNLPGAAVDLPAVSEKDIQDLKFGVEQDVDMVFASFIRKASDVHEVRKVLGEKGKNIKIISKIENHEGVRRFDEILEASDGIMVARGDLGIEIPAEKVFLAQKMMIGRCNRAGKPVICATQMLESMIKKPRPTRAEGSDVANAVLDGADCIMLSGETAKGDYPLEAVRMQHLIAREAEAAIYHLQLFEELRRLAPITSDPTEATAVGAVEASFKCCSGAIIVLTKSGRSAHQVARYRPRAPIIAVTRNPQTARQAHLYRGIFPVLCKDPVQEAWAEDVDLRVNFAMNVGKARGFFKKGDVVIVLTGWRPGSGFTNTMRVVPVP
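hPK-M2, >95% pure; 0.1 mM ADP / 0.5 mM PEP final; imidazole pH7.2 buffer w/ 7 mM MgCl2, 50 mM KCl; 1 h RT; Kinase-Glo lum. Intermediate enzyme activity for dual inhibitor/activator qHTS.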
Giardia killer: kills Giardia lamblia; Giardia lamblia trophozoite viability; activity change, % at 7.66 µM, hits read low; hit rate 0.15% among 340,000; in the data active means activity change below about -80%; inconclusive means between about -30% and that limit;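 further: parasites exposed to compound for two days anaerobically before the ATP read; on the % scale 0 is the no-effect control and ±100 the full control effect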
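Media and compound were dispensed first, then trophozoites at 100 cells/well; plates sat 48 hrs at 37 deg C without oxygen before ATP luminescence reagent was added and read after 15-30 min at room temperature.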
Rab9 promoter act: activates the Rab9 promoter. Huh7 Rab9 promoter-luciferase reporter, luminescence, 24 h. Potency, µM (highest dose often 9.22 µM), for the others: at the highest dose activation, negative = inhibition, most hits filed as activators. hit rate 2.8% among 320,000; further: potency means the concentration at half of the fitted maximal effect; % of control where 0% means no effect; nearly all actives have a fitted effect of over 60% in size
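Luminescence from Amplite-detected luciferase (10 minutes, ambient) reports Rab9 promoter activation. Before that, stable Rab9-luciferase Huh7 cells (1500/well, reduced-serum OP-MEM I plus 10% FBS) were exposed to compound for 24 hours at 37C.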
ELG1 genotoxic: induces genotoxicity in HEK293T cells with luciferase-tagged ELG1; HEK293T ELG1-luciferase reporter, luminescence, 16 h; Potency, µM (top dose mostly 46 µM), for the others: top-dose activity change, positive = activation, hits mostly activators; hit rate 1.3% among 330,000; further: potency means the concentration at half of the fitted maximal effect; % of control where 0% means no effect; nearly all actives have a fitted effect of over 60% in size
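DMSO vehicle served as control against compound-treated ELG1-luciferase HEK293T cells; exposure lasted 16 hr at 37 °C and 5% CO2, followed by ONE-Glo luminescence detection after 30 min.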
p53 reactivator: re-activators of mutant p53; hit rate 0.063% among 320,000; Potency, µM (top dose mostly 92.2 µM), for the others: at the top dose activity change, positive = activation, hits mostly activators; H1299 p53-A138V BP100-luciferase reporter, luminescence, 24 h; AID 504706; further: potency means the concentration at half of the fitted maximal effect; % of control where 0% means no effect; nearly all actives have a fitted effect of over 45% in size
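p53-null H1299 cells stably carrying temperature-sensitive p53-A138V and a BP100-luciferase reporter were pinned with compounds (4-point, 1:5 series) and held 24 hrs at 37 deg C. Luminescence was read 10 min after detection reagent.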
BRCA1 expr act: increases BRCA1 expression | MCF7-BRCA1-FFLuc reporter, luminescence, 48 h; response scale: scaled: vehicle 0%, 10 µM genistein 100% | Potency, µM (highest dose often 46.1 µM), for the others: top-dose activation, actives largely listed as activators | hit rate 1.1% among 380,000 | AID 624202; further: potency means the concentration at half of the fitted maximal effect; nearly all actives have a fitted effect of over 80% in size; some results filed as inactive show a strong effect at the top dose
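Cells: MCF7-BRCA1-FFLuc, 2000/well. Exposure: 48 h, 37 °C, 5% CO2. Read: luminescence, 15 min post-substrate. Controls: genistein 10 microM (maximal activation), DMSO (neutral).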
Menin MLL FP TR: inhibitors of human menin-MLL interaction, mutant MLL peptide. Menin + Texas Red MLL mutant peptide, fluorescence polarization. Potency, µM (doses to about 61.6 µM), for inactives: top-dose FP activity change, negative = inhibition, actives largely listed as inhibitors. hit rate 0.23% among 270,000; active means well fitted inhibition curve with a large enough effect in the polarisation, with a control signal flat, not every such curve was filed as active; inconclusive means small, poorly fitted or top-dose-only effect, or effect the other way, or a change in a side signal; inactive means no such curve, though single readings can be large or run the other way; the % refers to the polarisation; further: potency means the concentration at half of the fitted maximal effect; % of control where 0% means no effect; many of its hits are not listed in these tables
Gal4-VP16 FLuc: counter-screen for ROR gamma inhibitors: Gal4-VP16 reporter | hit rate 3.5% among 310,000 | Drosophila S2 Gal4-VP16 UAS-luciferase, luminescence, 20 h | Potency, µM (series often up to 53.6 µM), for the others: at the highest dose activity, negative = inhibition, hits mostly inhibitors;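 further: Gal4-VP16 expression switched on by copper sulfate through the metallothionein promoter; potency means the concentration at half of the fitted maximal effect; on the % scale 0 is the no-effect control and ±100 the full control effect; nearly all actives have a fitted effect of over 50% in size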
FLuc counter: firefly luciferase modulation, counter-screen for miR-21 project; P08659; purified FLuc, Km substrates, luminescence inhibition; Potency, µM (titrated, usually from 57.5 µM), inactives show at the top dose activity change, negative = inhibition, usual class: inhibitors; hit rate 6.9% among 360,000; AID 588342;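 further: potency means the concentration at half of the fitted maximal effect; plate controls were vehicle for no effect and reference inhibitor for full effect; nearly all actives have a fitted effect of over 55% in size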
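Purified P. pyralis luciferase, 10 nM final, with Km-level 10 uM D-luciferin and 10 uM ATP in 50 mM Tris acetate pH 7.5, 10 mM Mg acetate, 0.01% Tween-20, 0.05% BSA; 6-point qHTS titration about 60 µM downward; luminescence read.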
RORgamma inh: blocks mouse ROR gamma transcriptional activity. P51450. Drosophila S2 Gal4-RORgamma UAS-luciferase reporter, 20 h. Potency, µM (titrated, usually from 53.6 µM), for inactives: at the highest dose activity change, negative = inhibition, most hits filed as inhibitors. hit rate 5.4% among 310,000; further: potency means the concentration at half of the fitted maximal effect; on the % scale 0 is the no-effect control and ±100 the full control effect; nearly all actives have a fitted effect of over 60% in size
Target sequence (P51450 whole entry, looked up, the tested form may be a part): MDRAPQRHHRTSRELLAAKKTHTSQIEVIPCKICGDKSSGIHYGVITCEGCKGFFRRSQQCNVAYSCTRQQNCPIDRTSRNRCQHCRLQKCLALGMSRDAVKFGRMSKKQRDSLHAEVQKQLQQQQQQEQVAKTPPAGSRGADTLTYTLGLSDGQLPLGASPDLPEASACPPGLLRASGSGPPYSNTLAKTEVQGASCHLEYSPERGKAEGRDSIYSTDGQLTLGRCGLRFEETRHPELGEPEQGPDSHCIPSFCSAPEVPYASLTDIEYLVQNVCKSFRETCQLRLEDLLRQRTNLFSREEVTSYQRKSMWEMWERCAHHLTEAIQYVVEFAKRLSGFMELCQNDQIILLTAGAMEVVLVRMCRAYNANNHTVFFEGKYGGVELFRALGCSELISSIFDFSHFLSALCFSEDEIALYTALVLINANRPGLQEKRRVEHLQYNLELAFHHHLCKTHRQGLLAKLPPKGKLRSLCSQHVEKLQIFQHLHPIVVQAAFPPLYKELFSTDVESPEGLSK
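Drosophila Schneider cells stably carrying a metallothionein-driven Gal4 DBD–ROR gamma fusion and a UAS-Photinus luciferase reporter were exposed to compound for 1 hr, then induced with copper sulfate (700 uM final) for 20 hr at ambient temperature before luminescence reading.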
* = called active by the depositor; ? = inconclusive; . = not tested or not shown; & = joins results of further samples; [ ] = dose if it differs, or a comment. Unless noted, the call rests on the fitted dose curve; in most records, active means well fitted curve in the direction sought with a large enough effect; inconclusive means small, poorly fitted or top-dose-only effect, or another doubt; inactive means no such curve, though single readings can be large; an effect the other way counts as inactive or inconclusive.

SMILES	NPC1 promoter act	PKM2 act	Giardia killer	Rab9 promoter act	ELG1 genotoxic	p53 reactivator	BRCA1 expr act	Menin MLL FP TR	Gal4-VP16 FLuc	FLuc counter	RORgamma inh
O=C(Cc1cccs1)NCCn1ccc2ccccc21	-1%	0%	17	-4%	9%	10%	24%	12%	-5%	5%	1%
COc1cc(/C=C/C(=O)OCC(=O)N2CCCc3ccccc32)ccc1OCC#N	0%	.	3	-3%	-1%	-5%	-27%	.	.	0%	.
COc1ccc(C2(C)NC(=O)N(CC(=O)c3cc(C)n(C4CC4)c3C)C2=O)cc1 (centres undefined)	-7%	.	-4	-2%	2%	1%	3%	.	.	-4%	.
CSc1ccccc1OCc1cc(C(=O)NC(C)Cc2cccc(C)n2)no1 (centres undefined)	?	-1%	-5	?	-10%	-3%	?	-29%	-7%	19µM*	?
N#Cc1c(NC(=O)CSc2nnc(-c3ccccc3)o2)sc2c1CCCC2	-2%	0%	12	1%	2%	13%	3%	-11%	27%	3%	33%
COc1ccc(C(=O)Nc2ccc(S(=O)(=O)NC(C)=O)cc2)cc1	-1%	-5%	-5	-4%	-3%	11%	-1%	10%	-2%	?	17%
CCCCCNC(=O)Cc1ccc(OC)cc1	-1%	3%	-16	9%	7%	8%	2%	-25%	13%	1%	11%
COc1cccc(N2CC(NS(=O)(=O)c3ccc4ccccc4c3)CC2=O)c1 (centres undefined)	-4%	.	-28	4%	7%	2%	-26%	.	.	0%	.
COC(=O)c1cc(=O)n(Cc2ccccc2)c(=NCc2ccccc2)s1	0%	-5%	.	1%	0%	0%	.	4%	-5%	-7%	-5%
CCCCC/C=N/NC(=O)c1[nH]c2ccc([N+](=O)[O-])cc2c1C	-7%	2%	-3	-8%	-10%	-2%	-56%	.	-10%	-1%	?
CC1(C)OC(=O)C(=C2CCCN2)C(=O)O1	.	-8%	11	.	.	.	-4%	6%	-15%	1%	-12%
COc1nc2c(C)cccc2cc1-c1noc(-c2ccncc2)n1	6%	-5%	.	-7%	2%	?	.	0%	-4%	-1%	16%
CCOC(=O)c1cc2c(=O)[nH]ccc2nc1C	-2%	1%	-20	-3%	-3%	19%	-36%	2%	-1%	-5%	?
Cc1ccc2nc(Nc3ncc4c(n3)CC(C)(C)CC4=O)nc(C)c2c1	-1%	-3%	4	-21%	-1%	0%	-16%	-22%	2%	-16%	?
CCOC(=O)CSc1nc2c(c(=O)n(C)c(=O)n2C)n1CCCc1ccccc1	10%	6%	-17	-2%	-1%	0%	-7%	0%	5%	-1%	-12%
Cc1ccc(-c2cc(C(=O)NCc3cnn(C)c3C)c3cc(Br)ccc3n2)cc1	18%	3%	-2	1%	6%	15%	81%	27%	-8%	2.1µM*	-17%
COCCOC(=O)C1=C(C)NC2=C(C(=O)CC(C)(C)C2)C1c1ccc2c(c1)OCO2 (centres undefined)	0%	-1%	-2	8%	2%	-1%	-3%	-7%[11.7 µM]	-3%	-1%	-2%
COc1ccc(OC2C(=O)N(Cc3ccc4c(c3)OCO4)C2c2sccc2C)cc1 (centres undefined)	0%	0%	7	3%	-11%	0%	-64%	-14%	-16%	-1%	?
COc1ccc(-c2nnn(Cc3ccccc3)n2)cc1OC	14%	1%	?	10%	7%	13%	35%	-10%	8%	?	29%
Cc1ccc(/C=N/NC(=O)c2nnn(-c3nonc3N)c2CN(C)C)s1	-1%	.	-14	0%	?	-4%	13%	.	-6%	0%	13%
CCOc1ccccc1NC(=O)C(=O)NCCC1=CCCCC1	15%	0%	8	7%	0%	19%	24%	2%	7%	-1%	-3%
CC(Sc1ncnc2sccc12)C(=O)Nc1ccc(C(N)=O)cc1 (centres undefined)	-1%	-1%	14	-3%	4%	1%	-7%	6%	3%[10 µM]	-3%	-3%
CC(C)NC(=S)Nc1ccc(S(=O)(=O)Nc2ncccn2)cc1	2%	2%	15	2%	2%	-10%	1%	5%	2%	4%	5%
COc1cnn(-c2ccc(C)cc2)c(=O)c1SCc1ccccc1	?	0%	-8	?	?	?	58%	-9%	-8%	?	1%
COc1cc(CN2CCN(c3cccc(Cl)c3)CC2)cc(OC)c1OC	-27%	-6%	5	-17%	-5%	-7%	-75%	-16%	-15%	-1%	-29%
Cc1nn2c3ccccc3n(CC(=O)c3cccs3)c2nc1=O	0%	2%	-15	-2%	3%	0%	-2%	-4%	-6%	0%	-1%
Cc1ccc(S(=O)(=O)N(C)C)cc1NC(=O)COC(=O)CCC(=O)c1ccc(F)cc1	1%	-1%	24	-2%	1%	.	-9%	-3%	-8%	-21%	-28%
Cc1cccc(OCC(O)Cn2c(NCCCOC(C)C)nc3c2c(=O)[nH]c(=O)n3C)c1 (centres undefined)	-4%	-2%	-5	2%	0%	6%	14%	-7%	-11%	2%	-1%
COc1cc(/C=C2\CCOC2=O)cc(OC)c1OC	0%	4%	27	-5%	?	-7%	0%	-10%	-8%	2%	9%
COc1ccc(Cl)cc1NC(=O)CN1c2ccccc2CC1C (centres undefined)	-2%	6%	14	2%	-15%	-3%	-24%	2%	?	-12%	?
Nc1nnc(SCc2cn3cc(Cl)ccc3n2)s1	?	-1%	-7	4µM*	?	4%	65%	0%	-4%	?	32%
CN(CC(=O)Nc1ccc(F)cc1)C(=O)CN1C(=O)c2cccc([N+](=O)[O-])c2C1=O	1%	.	-10	-1%	1%	10%	-21%	.	.	4%	.
COc1cc(/C=C2\SC(=Nc3ccccc3)NC2=O)cc(Cl)c1O	-6%	.	5	-1%	13%	2%	-38%	?	-1%	?	-23%
CC(=O)Nc1ccc(S(=O)(=O)NNC(=O)NC23CC4CC(CC(C4)C2)C3)cc1	1%	-2%	15	-3%	0%	7%	-11%	.	0%	-1%	29%
Cc1nc(SCc2cccc(F)c2)[nH]c(=O)c1C#N	0%	-4%	-8	-12%	0%	10%	1%	13%	1%	?	3%
CC(=O)NS(=O)(=O)c1ccc(NC(=O)CC23CC4CC(CC(Br)(C4)C2)C3)cc1	2%	.	6	2%	2%	-2%	-4%	.	4%	0%	6%
c1ccc(Cn2cc(CN3CCCCO3)c(-c3ccc4c(c3)OCO4)n2)cc1	2%	0%	14	2%	-4%	-2%	-17%	-1%	2%	1%	13%
COc1ccc(-c2ccnc3[nH]n(-c4ccccc4)c(=O)c23)cc1	-1%	0%[11.5 µM]	7	7%	0%	27%	-11%&18%	?	0%	-11%&-9%	27%
O=C(NCC(=O)N1CCN(c2ccc(C(F)(F)F)cn2)CC1)c1ccc(Br)o1	-8%	.	-26	-5%	-5%	-4%	-11%	.	.	4%	.
O=c1c2ccccc2nnn1CSc1ccc2c(c1)OCCO2	1.6µM*	10%	3	1.8µM*	18%	12%	?	39%[activator]	-10%	9.5µM*	-16%
COC(=O)C1=C(C)NC(=O)NC1c1ccc2ccccc2c1 (centres undefined)	-3%	-5%	4	-3%	4%	.	-2%	-6%	-19%	1%	12%
CC1CC(C)CN(CC(=O)N2CCCc3c2c(=O)oc2ccc(OCc4ccccc4)cc32)C1 (centres undefined)	-3%	0%	-4	-2%	-9%	1%	-83%[inhibitor]	-7%	4%	5%	0%
Cc1ccc(-c2nnc(NCc3nc4ccccc4[nH]3)c3ccccc23)cc1S(=O)(=O)N(C)C	-1%	-16%	2	-2%	-12%	-2%	-67%	-7%	3%	-2%	-2%
COC(=O)c1cnc2c(c1C(=O)OC)c(=O)n(C)c(=O)n2C	-2%	-3%	-6	2%	-1%	-1%	3%	7%	1%	2%	16%
Cc1ccc(S(=O)(=O)N(C)C)cc1NC(=O)c1ccc(-n2cncn2)c([N+](=O)[O-])c1	-2%	.	-12	-3%	1%	3%	-22%	.	.	-3%	.
CCC(CC)C(=O)Nc1cc(C)c2c(=O)oc3ccccc3c2n1	-1%	-5%	17	3%	-10%	3%	-55%	5%[11.7 µM]	-4%	1%	10%
Cc1ccc(S(=O)(=O)N(C)Cc2ccc(C(=O)NN=C3C4CC5CC(C4)CC3C5)cc2)cc1	-1%	-11%	-14	0%	1%	-17%	-3%	1%	-23%	1%	16%
CCSc1nc(-c2cccs2)nc2ccccc12	-5%	-5%	6	-10%	-3%	-3%	0%	12%	10%	-15%	12%
COC(=O)c1cc(COc2ccc3oc(C)c(C(=O)OC(C)C)c3c2)c(C)o1	1%	-1%	6	-3%	-4%	-2%	-30%	-10%	5%	6%	-8%

Screens from PubChem BioAssay.

This is a subset; count on the stated rates, not on these rows.
